# KLK7 zymogen act: proKLK7 zymogen activators, primary screen, biochemical, fluorescence intensity; Kallikrein-7 (Homo sapiens), P49862; purified proKLK7, EDANS-DABCYL substrate fluorescence; 100% is mature enzyme control, 0% vehicle; activation, % at 7 µM; 370,000 compounds, 0.9% hits; AID 652039, 2013;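 active = activation above the mean of all tested compounds plus 3 SD, computed per campaign excluding outliers beyond control limits, cut at about 13% in these data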
# Target sequence (P49862 whole entry, looked up): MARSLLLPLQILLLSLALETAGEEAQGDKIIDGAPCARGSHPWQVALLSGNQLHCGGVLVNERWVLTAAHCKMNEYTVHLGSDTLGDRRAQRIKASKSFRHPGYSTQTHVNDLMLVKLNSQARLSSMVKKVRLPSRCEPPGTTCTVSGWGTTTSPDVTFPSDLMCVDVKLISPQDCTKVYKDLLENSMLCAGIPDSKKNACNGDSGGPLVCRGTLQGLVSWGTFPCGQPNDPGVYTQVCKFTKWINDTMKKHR
# ASAP1 GAP inh: inhibitors of human ASAP1 ArfGAP activity, primary screen, biochemical, fluorescence polarization; Arf-GAP with SH3 domain, ANK repeat and PH domain-containing protein 1 (Homo sapiens), …; inhibition, % at 16.5 µM; ASAP1-stimulated ARF1 GTP hydrolysis, GDP FP detection; 360,000 compounds, 0.19% hits; in the data active = inhibition above about 25%;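 also: 0% = vehicle with enzyme and substrate and 100% = no enzyme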
# Target sequence (Q9ULH1 325-724 limits assumed): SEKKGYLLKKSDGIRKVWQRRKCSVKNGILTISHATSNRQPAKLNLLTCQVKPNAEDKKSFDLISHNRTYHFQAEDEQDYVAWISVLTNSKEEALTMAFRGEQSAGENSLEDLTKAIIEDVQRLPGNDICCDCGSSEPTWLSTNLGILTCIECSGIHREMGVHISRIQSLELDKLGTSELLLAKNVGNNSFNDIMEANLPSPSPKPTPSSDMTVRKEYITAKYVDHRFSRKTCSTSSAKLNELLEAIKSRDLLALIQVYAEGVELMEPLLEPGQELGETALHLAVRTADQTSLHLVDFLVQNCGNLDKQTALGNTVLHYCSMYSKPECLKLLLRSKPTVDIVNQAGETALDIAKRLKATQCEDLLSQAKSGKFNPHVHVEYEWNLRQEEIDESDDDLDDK
# rCAG RNA binder: binders of r(CAG) RNA repeats, primary screen, biochemical, fluorescence | r(CAG) RNA repeat, TO-PRO-1 dye displacement fluorescence | inhibition, % at 3 µM | 370,000 compounds, 1.3% hits | AID 651821, 2012;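 active = inhibition above the plate cutoff, the mean of all test compounds on that plate plus 3 SD, cut at about 35% in these data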;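 also: 0% = DMSO alone and 100% = 100 µM mitoxantrone as full dye displacement; higher means more dye released from RNA so lower well fluorescence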
# GC-A act: GC-A stimulated cGMP production enhancers – HEK293 GC-A cells, cGMP TR-FRET, EC30 ANP, primary screen; 0% at EC30 ANP, 100% saturating ANP; AID 1671463, 2021; activation, % at 10 µM; Atrial natriuretic peptide receptor 1 (Homo sapiens), P16066; 370,000 compounds, 0.14% hits; in the data active = activation above about 40%
# GAA850 FXN act: FXN promoter activators, primary screen, cell-based, luciferase luminescence, HEK293 lucGAA850. activation, % at 6 µM. HEK293 lucGAA850 FXN promoter luciferase reporter, 24 h; percent of 10 µM SAHA response. AID 540364, 2011. 360,000 compounds, 0.56% hits;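 active = activation above the average of all compounds screened plus 3 SD, cutoff fixed separately per campaign, cut at about 7.5% in these data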;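 also: 0% = DMSO wells and 100% = 10 µM SAHA wells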
# GC-B act: human GC-B receptor activators, primary screen, HEK293 GC-B cells, cGMP TR-FRET, EC30 CNP; AID 1920062, 2024; 370,000 compounds, 0.11% hits; 0% at EC30 CNP, 100% saturating CNP; Atrial natriuretic peptide receptor 2 (Homo sapiens), P20594; activation, % at 10 µM;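 active = activation at 10 µM reaching about 35% in either raw or pattern-adjusted values, limit read from the data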
# HGIII-sPLA2 inh: human group III sPLA2 inhibitors, primary screen, biochemical, QFRET, BODIPY PC-A2 liposome substrate. Group 3 secretory phospholipase A2 (Homo sapiens), Q9NZ20. QFRET BODIPY PC-A2 liposome hydrolysis, fluorescence. inhibition, % at 12.2 µM. 370,000 compounds, 0.56% hits. AID 743126, 2013;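 active = inhibition above mean plus 3 SD of compounds lying within the high and low control bounds, cut at about 19% in these data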;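 also: 0% = median of test compound wells and 100% = no enzyme DMSO wells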
# DDE Tn6 FP inh: inhibitors of Tn6 peptide binding to fibrin DD(E), primary screen, biochemical, fluorescence polarization, human fibrin, Tn6 probe; Fibrinogen beta chain (Homo sapiens), P02675; 370,000 compounds, 0.21% hits; AID 720509, 2013; Fibrin DD(E) TRITC-Tn6 fluorescence polarization displacement; inhibition, % at 8.3 µM;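 active = inhibition above a per-campaign cutoff: mean of compounds within control limits plus 3 SD, cut at about 15% in these data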;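 also: 0% = median of all compound wells on the plate and 100% = blocking peptide control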
# ARFGAP1 inhibitor: inhibitors of rat ARFGAP1 GAP activity, primary screen, biochemical, fluorescence polarization, GDP tracer; ADP-ribosylation factor GTPase-activating protein 1 (Rattus norvegicus), Q62848; 360,000 compounds, 0.26% hits; Arfgap1-stimulated ARF1 GTP hydrolysis, GDP FP detection; inhibition, % at 16.5 µM;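 active = inhibition above a per-plate limit, mean inhibition of low control wells plus 3 SD, cut at about 25% in these data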;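 also: 0% = DMSO wells with enzyme and 100% = wells lacking Arfgap1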
# Target sequence (Q62848 1-136 limits assumed): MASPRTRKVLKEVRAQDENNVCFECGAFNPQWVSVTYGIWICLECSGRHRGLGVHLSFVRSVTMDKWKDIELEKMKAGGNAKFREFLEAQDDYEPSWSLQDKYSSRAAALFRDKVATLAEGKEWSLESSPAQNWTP
#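 Replicates: Single well per compound | Assay system: Truncated rat Arfgap1 GAP domain | Control set: No-Arfgap1 wells (100%) versus DMSO full-reaction wells (0%) | Times: Enzyme reaction 120 min at 25 °C after 20 min preincubation | Reagent: Human ARF1(Δ1-17)-GTP substrate | Measured by: Tracer-displacement fluorescence polarization with EDTA stop, 620/688 nm | Measure: Percent inhibition of Arfgap1-stimulated GTP hydrolysis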
# ADAM10 inh: human ADAM10 inhibitors, primary screen, biochemical, QFRET, HTS; Disintegrin and metalloproteinase domain-containing protein 10 (Homo sapiens), O14672; inhibition, % at 7 µM; recombinant ADAM10, EDANS/DABCYL FRET peptide cleavage, 3 h; 370,000 compounds, 0.62% hits;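 active = inhibition above a per-campaign cutoff equal to the mean of compounds falling between control-based bounds plus 3 SD, cut at about 20% in these data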;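 also: 0% = DMSO wells while the 100% control is not disclosed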
# * hit, by the source's call; x = not tested or not shown.
1	COc1ccccc1OCCCCn1ncc2ccc(OC)c(OC)c2c1=O
2	Cc1ccc(CN2CCN(C(=O)CCC(=O)Nc3nnc(C(C)C)s3)CC2)c(C)c1
3	COc1cc(NC(=O)Nc2cccn3nc(COCCO)nc23)cc(OC)c1OC
4	O=C(CSc1nc2[nH]ncc2c(=O)[nH]1)Nc1ccc(F)cc1
5	O=C(NC1CCS(=O)(=O)C1)c1sc2ccccc2c1Cl (stereo not given)
6	Cc1nc2sc3c(=O)[nH]nnc3c2c(C)c1Br

assay / compound | 1 | 2 | 3 | 4 | 5 | 6
KLK7 zymogen act | 0.3 | -0.2 | -0.5 | 0.3 | 0.1 | -0.3
ASAP1 GAP inh | -8.6 | 1.2 | 8.7 | -4.8 | -21.2 | 2.6
rCAG RNA binder | -7.7 | -10.9 | -0.8 | 2.5 | 2.3 | 1.7
GC-A act | -3.9 | -4.8 | 3.5 | 1.8 | 3.1 | 1.1
GAA850 FXN act | 3.7 | -0.6 | 0.4 | -1.1 | 4.1 | 1.1
GC-B act | 4.2 | -6.5 | -1.6 | -2.1 | -8.2 | -6.5
HGIII-sPLA2 inh | -1.7 | -9.2 | 6.7 | 4.3 | -2.8 | -4.2
DDE Tn6 FP inh | -2.3 | -1.8 | -12.2 | 8.9 | 3.1 | -6.1
ARFGAP1 inhibitor | -2.3 | -9.9 | 9.3 | -4.2 | 4.5 | 5.9
ADAM10 inh | -12.1 | 11.7 | -10.2 | -3.3 | -7.8 | -1.0

7	Cc1ccc(S(=O)(=O)N2CC3C(=O)C[C@@H](c4ccccc4)N(S(=O)(=O)c4ccc(CCCOCCOCCNC(=O)OC(C)(C)C)cc4)C3CC2c2ccccc2)cc1 (stereo not given in full)
8	Oc1ccc(Cl)cc1Nc1nc(NCC2CCCO2)c2ccccc2n1 (stereo not given)
9	COc1ccc(NC(=O)CCC(=O)Nc2nnc(C3CCCCC3)s2)c(OC)c1
10	O=C(O)CSCNC(=O)C12CC3CC(CC(C3)C1)C2
11	Cc1ccccc1Nc1nc(N)nc(COC(=O)CCS(=O)(=O)c2ccc(Cl)cc2)n1
12	O=c1c2cc(Br)ccc2nc(-c2ccccc2)n1O

assay / compound | 7 | 8 | 9 | 10 | 11 | 12
KLK7 zymogen act | 0.2 | 0.0 | 0.5 | 0.0 | 0.9 | -0.8
ASAP1 GAP inh | 10.0 | 19.3 | -0.2 | -11.8 | 0.8 | -6.4
rCAG RNA binder | 17.2 | 19.4 | 2.3 | 0.0 | -4.6 | 9.3
GC-A act | 3.3 | 7.7 | 0.3 | -4.2 | -0.6 | 0.2
GAA850 FXN act | x | -0.8 | 0.4 | 0.9 | 3.1 | 2.2
GC-B act | 1.3 | 2.6 | -4.8 | 1.6 | -3.1 | -2.3
HGIII-sPLA2 inh | -19.2 | -20.3 | 5.1 | 2.9 | -6.3 | 7.3
DDE Tn6 FP inh | -0.4 | 2.2 | 5.8 | 4.4 | -7.5 | -2.0
ARFGAP1 inhibitor | -7.2 | -5.9 | -8.7 | -3.0 | -5.7 | 6.0
ADAM10 inh | 1.9 | 0.9 | 5.2 | -7.6 | 1.8 | 2.3

13	CN1CCN(C(=O)/C(=C/c2cccnc2)NC(=O)c2cccc(Br)c2)CC1
14	CCOC(=O)c1ccc(NC(=O)c2nc[nH]c2C(=O)NCCCCNC(=O)c2[nH]cnc2C(=O)Nc2ccc(C(=O)OCC)cc2)cc1
15	CCc1cc2c(=O)[nH]c(N3CCOCC3)nc2s1
16	O=C(CN1CCN(S(=O)(=O)c2ccc(Br)cc2)CC1)N/N=C/c1ccncc1
17	COC(=O)C(C)Nc1cccc(Br)c1 (stereo not given)
18	CSc1ccc(CN(C)C(=O)C23CC4CC(CC(Cl)(C4)C2)C3)cc1

assay / compound | 13 | 14 | 15 | 16 | 17 | 18
KLK7 zymogen act | 1.2 | -0.3 | 0.1 | 0.5 | -0.2 | 0.5
ASAP1 GAP inh | 1.4 | 2.4 | 6.4 | 12.3 | -10.9 | -2.8
rCAG RNA binder | -4.5 | -1.9 | 2.2 | -4.6 | 0.3 | -0.4
GC-A act | 0.1 | 0.0 | -1.8 | -3.2 | -1.5 | -4.8
GAA850 FXN act | 1.8 | -0.3 | 3.1 | -2.4 | 0.3 | 1.3
GC-B act | 1.3 | -14.9 | -1.5 | 1.1 | -7.0 | 2.7
HGIII-sPLA2 inh | 2.8 | 6.0 | 3.6 | 1.4 | -3.6 | -7.6
DDE Tn6 FP inh | -0.1 | -2.2 | -2.8 | 4.1 | -2.3 | -3.2
ARFGAP1 inhibitor | -3.8 | -5.4 | 13.0 | -4.7 | 1.9 | 13.6
ADAM10 inh | 1.8 | -2.2 | -28.7 | 2.5 | 3.3 | -0.4

# Some values from the entries so far.
# no. 18 | ARFGAP1 inhibitor: 13.6
# no. 15 | rCAG RNA binder: 2.2

# (cont.)
19	CC(=O)CSc1nnc(-c2ccc(S(=O)(=O)N3CCCC3)cc2)n1C
20	COCCn1c(SCC(=O)Nc2ccccc2)nnc1-c1ccoc1C
21	COc1ccccc1NC(=O)Cn1cc(C(=O)c2ccco2)c2ccccc21
22	O=C(COC(=O)c1ccc(Br)o1)NCc1ccc2c(c1)OCO2
23	CC(C)Oc1ccc(C(=O)Nc2ccc(N3CCN(C(=O)c4ccco4)CC3)cc2)cc1
24	Cc1ccc(C(=O)NC2CCCCC2)cc1
25	COc1ccc(NC(=O)Nc2cc(C)ccc2OC)cc1
26	COc1ccc(N=Nc2cc(C)c(O)c(CN3CCCCC3)c2)cc1

assay / compound | 19 | 20 | 21 | 22 | 23 | 24 | 25 | 26
KLK7 zymogen act | 0.0 | 1.1 | 1.0 | -0.9 | -2.5 | 0.2 | -0.1 | -0.2
ASAP1 GAP inh | -9.3 | -7.5 | -19.2 | 3.3 | 1.2 | 6.1 | 8.9 | 2.6
rCAG RNA binder | 0.4 | -3.4 | 9.9 | 6.1 | 0.3 | -3.0 | 3.0 | -5.6
GC-A act | 0.5 | 0.2 | 2.8 | -1.3 | 1.8 | 4.3 | -0.6 | 1.6
GAA850 FXN act | -0.5 | 0.5 | -2.3 | 1.8 | 0.8 | 3.4 | 0.2 | 1.5
GC-B act | -3.2 | -0.6 | -2.3 | 1.7 | 0.9 | -4.5 | -1.6 | -2.2
HGIII-sPLA2 inh | 1.1 | 6.0 | -5.5 | 10.8 | 2.6 | 0.6 | -6.9 | 6.7
DDE Tn6 FP inh | 8.1 | 7.7 | 0.0 | 0.0 | 0.8 | -1.0 | -4.8 | 1.3
ARFGAP1 inhibitor | -4.8 | 1.1 | -5.3 | -14.0 | 18.4 | -5.6 | 11.9 | -3.8
ADAM10 inh | -4.6 | -4.5 | 5.3 | -3.8 | -3.0 | 1.7 | 2.0 | 2.9

# In the list so far, 11 have a halogen:
4	O=C(CSc1nc2[nH]ncc2c(=O)[nH]1)Nc1ccc(F)cc1
5	O=C(NC1CCS(=O)(=O)C1)c1sc2ccccc2c1Cl (stereo not given)
6	Cc1nc2sc3c(=O)[nH]nnc3c2c(C)c1Br
8	Oc1ccc(Cl)cc1Nc1nc(NCC2CCCO2)c2ccccc2n1 (stereo not given)
11	Cc1ccccc1Nc1nc(N)nc(COC(=O)CCS(=O)(=O)c2ccc(Cl)cc2)n1
12	O=c1c2cc(Br)ccc2nc(-c2ccccc2)n1O
13	CN1CCN(C(=O)/C(=C/c2cccnc2)NC(=O)c2cccc(Br)c2)CC1
16	O=C(CN1CCN(S(=O)(=O)c2ccc(Br)cc2)CC1)N/N=C/c1ccncc1

assay / compound | 4 | 5 | 6 | 8 | 11 | 12 | 13 | 16
KLK7 zymogen act | 0.3 | 0.1 | -0.3 | 0.0 | 0.9 | -0.8 | 1.2 | 0.5
ASAP1 GAP inh | -4.8 | -21.2 | 2.6 | 19.3 | 0.8 | -6.4 | 1.4 | 12.3
rCAG RNA binder | 2.5 | 2.3 | 1.7 | 19.4 | -4.6 | 9.3 | -4.5 | -4.6
GC-A act | 1.8 | 3.1 | 1.1 | 7.7 | -0.6 | 0.2 | 0.1 | -3.2
GAA850 FXN act | -1.1 | 4.1 | 1.1 | -0.8 | 3.1 | 2.2 | 1.8 | -2.4
GC-B act | -2.1 | -8.2 | -6.5 | 2.6 | -3.1 | -2.3 | 1.3 | 1.1
HGIII-sPLA2 inh | 4.3 | -2.8 | -4.2 | -20.3 | -6.3 | 7.3 | 2.8 | 1.4
DDE Tn6 FP inh | 8.9 | 3.1 | -6.1 | 2.2 | -7.5 | -2.0 | -0.1 | 4.1
ARFGAP1 inhibitor | -4.2 | 4.5 | 5.9 | -5.9 | -5.7 | 6.0 | -3.8 | -4.7
ADAM10 inh | -3.3 | -7.8 | -1.0 | 0.9 | 1.8 | 2.3 | 1.8 | 2.5

17	COC(=O)C(C)Nc1cccc(Br)c1 (stereo not given)
18	CSc1ccc(CN(C)C(=O)C23CC4CC(CC(Cl)(C4)C2)C3)cc1
22	O=C(COC(=O)c1ccc(Br)o1)NCc1ccc2c(c1)OCO2

assay / compound | 17 | 18 | 22
KLK7 zymogen act | -0.2 | 0.5 | -0.9
ASAP1 GAP inh | -10.9 | -2.8 | 3.3
rCAG RNA binder | 0.3 | -0.4 | 6.1
GC-A act | -1.5 | -4.8 | -1.3
GAA850 FXN act | 0.3 | 1.3 | 1.8
GC-B act | -7.0 | 2.7 | 1.7
HGIII-sPLA2 inh | -3.6 | -7.6 | 10.8
DDE Tn6 FP inh | -2.3 | -3.2 | 0.0
ARFGAP1 inhibitor | 1.9 | 13.6 | -14.0
ADAM10 inh | 3.3 | -0.4 | -3.8

# 2 of the compounds above, with values under each structure:
# Values run as follows: KLK7 zymogen act, ASAP1 GAP inh, rCAG RNA binder, GC-A act, GAA850 FXN act, GC-B act, HGIII-sPLA2 inh, DDE Tn6 FP inh, ARFGAP1 inhibitor, ADAM10 inh
22. O=C(COC(=O)c1ccc(Br)o1)NCc1ccc2c(c1)OCO2
 : -0.9, 3.3, 6.1, -1.3, 1.8, 1.7, 10.8, 0.0, -14.0, -3.8
23. CC(C)Oc1ccc(C(=O)Nc2ccc(N3CCN(C(=O)c4ccco4)CC3)cc2)cc1
 : -2.5, 1.2, 0.3, 1.8, 0.8, 0.9, 2.6, 0.8, 18.4, -3.0

# High-throughput results deposited in PubChem by several laboratories.
